mcGAS MS inh: blocks mouse cGAS cGAMP production; Q8C6L5; recombinant mouse cGAS, cGAMP by RapidFire MS; inhibition, % at 12.5 µM; actives 0.18% (n = 130,000);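 active = inhibition of cGAS enzyme activity at or above 60%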;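 note: enzyme stimulated by 45 bp dsDNA with ATP and GTP substrates; cGAMP share of summed cGAMP plus half ATP and half GTP signals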
Target sequence (Q8C6L5 whole entry, looked up): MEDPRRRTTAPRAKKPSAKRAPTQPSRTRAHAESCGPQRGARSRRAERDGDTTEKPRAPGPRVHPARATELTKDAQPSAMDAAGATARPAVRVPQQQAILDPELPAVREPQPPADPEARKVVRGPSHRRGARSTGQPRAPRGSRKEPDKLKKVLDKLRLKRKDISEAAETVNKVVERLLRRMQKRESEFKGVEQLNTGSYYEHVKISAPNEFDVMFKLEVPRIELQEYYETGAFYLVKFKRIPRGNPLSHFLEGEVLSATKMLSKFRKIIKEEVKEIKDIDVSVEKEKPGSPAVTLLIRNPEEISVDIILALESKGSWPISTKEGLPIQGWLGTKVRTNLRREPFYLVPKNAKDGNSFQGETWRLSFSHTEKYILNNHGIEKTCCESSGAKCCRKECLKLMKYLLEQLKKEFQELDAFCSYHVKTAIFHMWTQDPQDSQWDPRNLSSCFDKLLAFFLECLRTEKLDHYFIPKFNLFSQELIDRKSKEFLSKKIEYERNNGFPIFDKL
Starred values were filed as active, the others as inactive; & = joins results of further samples.

What do the screens show for `O=C(COc1ccc(C=C2C(=O)OC3(CCCCC3)OC2=O)cc1)Nc1ccccc1`?
mcGAS MS inh: 0

What do the screens show for `CCOC(=O)C1CCCN(C2CCN(Cc3nc(CCc4ccccc4)no3)CC2)C1` (stereo unspecified)?
mcGAS MS inh: -11

Results for Cc1cccnc1NC1(C(F)(F)F)N=C(c2ccccc2)NC1=O (stereo unspecified) ?
mcGAS MS inh: -9

Results for COc1cc(Cl)ccc1CNC(=O)N1CCN(c2ncccn2)CC1 ?
mcGAS MS inh: -4

Results for CN1C[C@@H](NC(=O)CC2CCCC2)C[C@H]1C(=O)NCc1ccccn1 ?
mcGAS MS inh: -8

Results for CCOc1ccc(NC(=O)c2cn(-c3cc(N4CCOCC4)ncn3)cn2)cc1 ?
mcGAS MS inh: -8

Results for CN=c1scc(-c2ccco2)n1N=Cc1ccc(O)c(O)c1 ?
mcGAS MS inh: 6

What do the screens show for `CCCc1cc(C(=O)N2CCC3(CCNC(=O)CC3)CC2)cs1`?
mcGAS MS inh: -8

How did Brc1ccc(-c2nnco2)cc1 do in these assays?
mcGAS MS inh: -10

Results for COc1ccc(OCCCCOc2ccc3ccccc3c2)cc1 ?
mcGAS MS inh: -10

What do the screens show for `Cc1cc(=O)[nH]c(-n2nc(C3CC3)cc2NC(=O)c2c(F)cccc2F)n1`?
mcGAS MS inh: 9

How did C/C(=C/C(=O)NCc1ccc[nH]1)c1ccccc1F do in these assays?
mcGAS MS inh: -7

How did O=c1c2cnc3nc(-c4ccc(Cl)cc4)nn3c2ccn1CC1CCCO1 (stereo unspecified) do in these assays?
mcGAS MS inh: 0

How did O=C(Nc1ccnn1C1CCN(CC2CC=CCC2)CC1)C1CCCC1 (stereo unspecified) do in these assays?
mcGAS MS inh: -3

What do the screens show for `O=C(Cn1cnnn1)N(CC(F)F)c1cccc(Cl)c1`?
mcGAS MS inh: 1

Results for Cc1cc(C)c(OCC(=O)NS(=O)(=O)c2c(C)noc2C)c(C)c1 ?
mcGAS MS inh: -3

Results for COc1cc(/C=N\NC(=O)CSc2nnc(-c3ccccc3)n2-c2ccccc2)ccc1O ?
mcGAS MS inh: -13

How did O=[N+]([O-])c1c(Cl)ncnc1N1CCCCCC1 do in these assays?
mcGAS MS inh: -9

Results for CCC(=O)NC1CCCN(CCS(=O)(=O)c2ccc(Br)cc2)C1 (stereo unspecified) ?
mcGAS MS inh: 13

What do the screens show for `COC(=O)Cn1c(-c2ccccc2)cn2c3c(=O)n(C)c(=O)n(C)c3nc12`?
mcGAS MS inh: -8

What do the screens show for `Cc1ccc(S(=O)(=O)CC2CSc3nnc(C)c(=O)n32)cc1` (stereo unspecified)?
mcGAS MS inh: 8

What do the screens show for `c1nc(NCc2ccsc2)c2[nH]cnc2n1`?
mcGAS MS inh: -3

What do the screens show for `O=C(O)C1C2CCC(CC2)C1C(=O)Nc1cnn(Cc2cccc3ccccc23)c1` (stereo unspecified)?
mcGAS MS inh: -9

How did C=c1ccccc1=C1NN=C(SCC(=O)C23CC4CC(CC(C4)C2)C3)O1 do in these assays?
mcGAS MS inh: -21

What do the screens show for `O=C(Nc1ccccc1F)NC1C2COCC1CN(CC1CC1)C2` (stereo unspecified)?
mcGAS MS inh: -3

What do the screens show for `Cc1cnccc1CN(C)C(=O)c1ccc(Cn2cnnn2)cc1`?
mcGAS MS inh: -18

What do the screens show for `CCn1c(C2CCCN(C(=O)NC(C)(C)CC(C)(C)C)C2)nn(C)c1=O` (stereo unspecified)?
mcGAS MS inh: -1

How did O=C(NC1CCN(Cc2ccccc2)CC1)C1COc2ccccc2O1 (stereo unspecified) do in these assays?
mcGAS MS inh: -21

Results for CN(Cc1cccc2cccnc12)C(=O)c1cn(CC2CCCNC2)nn1 (stereo unspecified) ?
mcGAS MS inh: -3

How did COc1ccc(OC)c(S(=O)(=O)N2CCN(C(=O)Nc3ccccc3)CC2)c1 do in these assays?
mcGAS MS inh: -6

What do the screens show for `COc1ccc(/C=C/C2=NC(=C\c3ccccc3F)/C(=O)O2)cc1`?
mcGAS MS inh: -6

What do the screens show for `Cc1cc2c(cc1CN1CCCCC1CCN1CCN(C)CC1)OCO2` (stereo unspecified)?
mcGAS MS inh: -10

What do the screens show for `CCCCn1nnnc1NCc1ccc(N2CCCC2)cc1`?
mcGAS MS inh: -3

How did CC(=O)Nc1c(C)ccc(NC(=O)CC2(C(=O)O)CCSC2)c1C (stereo unspecified) do in these assays?
mcGAS MS inh: -4&5

What do the screens show for `CCCc1ncc(C(=O)NC2CCS(=O)(=O)CC2)s1`?
mcGAS MS inh: -4

Results for CN(CC(=O)Nc1ccc(OC(F)(F)F)cc1)C(=O)c1ccc2c(c1)OCC(=O)N2 ?
mcGAS MS inh: 6

Results for Cc1noc(CNc2ccc(OCc3ccccc3F)cc2)n1 ?
mcGAS MS inh: 12

What do the screens show for `O=C(NCCn1cc(SCC(=O)N2CCOCC2)c2ccccc21)c1ccc(F)cc1`?
mcGAS MS inh: -2

Results for CCN(CC(C)C#N)C(=O)Cc1ccc(CC(C)C)cc1 (stereo unspecified) ?
mcGAS MS inh: -8

How did CS(=O)(=O)N1CCc2ccccc2C1 do in these assays?
mcGAS MS inh: -10

Results for O=C1C(=Cc2ccc3c(c2)OCO3)CCC1=Cc1ccc2c(c1)OCO2 ?
mcGAS MS inh: -14

Results for Cc1nn(C)c2n[nH]c(NC(=O)C3CC3c3cccc(F)c3)c12 (stereo unspecified) ?
mcGAS MS inh: -2

How did CCc1nc(C)sc1CNC(=O)c1cc(COc2ccccc2)[nH]n1 do in these assays?
mcGAS MS inh: 4

How did Cc1cc(C(=O)N(C)CC2=CCCN(C[C@@H](O)CO)C2)c(C)o1 do in these assays?
mcGAS MS inh: -2

How did CCN(CC1CCCO1)C(=O)c1ccc2ncsc2c1 (stereo unspecified) do in these assays?
mcGAS MS inh: -46

Results for CC(C)(CNC(=O)C1CCCN(CC(N)=O)C1)N1CCc2ccccc2C1 (stereo unspecified) ?
mcGAS MS inh: -8

What do the screens show for `COc1ccc(-c2[nH]ncc2CN(CC2CCC2)CC2CCCO2)c(OC)c1` (stereo unspecified)?
mcGAS MS inh: -8

How did Cc1ccc(NC(=O)C2CCCN2C(=O)c2ccco2)nc1 (stereo unspecified) do in these assays?
mcGAS MS inh: -1

Results for Cc1ccc(-n2c(C)cn3c4c(=O)n(CCN5CCCCC5)c(=O)n(C)c4nc23)cc1C ?
mcGAS MS inh: -1

How did CC1CN(Cc2nc(N3CCOC(C)C3)c3cnn(C)c3n2)CCO1 (stereo unspecified) do in these assays?
mcGAS MS inh: -16

What do the screens show for `COc1ccc(-c2[nH]ncc2CN2CCN(C3CCCC3)C(CCO)C2)cc1` (stereo unspecified)?
mcGAS MS inh: -6&-3

How did CC(C)CCC1(C2CCN(C(=O)c3noc4c3CCCC4)CC2)NC(=O)N(CCN(C)C)C1=O (stereo unspecified) do in these assays?
mcGAS MS inh: 1

How did Cc1ccc(-c2cc(C(F)(F)F)n3nc(N)nc3n2)cc1 do in these assays?
mcGAS MS inh: -6

What do the screens show for `Cc1cccc2[nH]cc(C(=O)CN3CCC(C(=O)N4CCCC4)CC3)c12`?
mcGAS MS inh: -1

What do the screens show for `CCc1c(C)cc(C(=O)NCc2cc(-c3ccco3)on2)c(=O)n1C`?
mcGAS MS inh: -11

Results for CCN(C(=O)NCCc1ccc(C)nc1)C(C)CS(C)(=O)=O (stereo unspecified) ?
mcGAS MS inh: -47

How did Cc1cc(C)n(CCCNC2CCN(S(C)(=O)=O)CC2)n1 do in these assays?
mcGAS MS inh: -29

What do the screens show for `CCc1ccc(C(=O)CSc2nnc(C3CC3)n2C2CC2)s1`?
mcGAS MS inh: -1

How did Cc1c(C(=O)NC(C)(C)C(=O)N(C)C)nnn1-c1cccc2cccnc12 do in these assays?
mcGAS MS inh: -7

How did CCOc1ncccc1C(=O)N1CCCN(C(=O)c2ccco2)CC1 do in these assays?
mcGAS MS inh: -20

What do the screens show for `CC(C)N1CC(C(=O)NCCSCc2ccsc2)CC1=O` (stereo unspecified)?
mcGAS MS inh: 5

Results for COCCn1c(SCCC#N)nc2sc3c(c2c1=O)CCCC3 ?
mcGAS MS inh: -1

What do the screens show for `COc1ccc(NC(=O)[C@@H](C)N2Cc3ccc(NCC(C)C)nc3C2=O)cc1`?
mcGAS MS inh: 8

Results for Cc1nc(N2CCN(C)CC2)ncc1-c1cc(=O)[nH]c(Nc2cccc(C(F)(F)F)c2)n1 ?
mcGAS MS inh: -9

Results for CN(C)CCSc1ccc(NC(=O)C2CC2)nn1 ?
mcGAS MS inh: 6

What do the screens show for `Cc1ccc(CN(Cc2ccncc2)Cc2ccc(CO)o2)s1`?
mcGAS MS inh: -8

What do the screens show for `CC(C)c1ccc(-n2c(Cn3cncn3)n[nH]c2=S)cc1`?
mcGAS MS inh: 2

What do the screens show for `CC(=O)c1cccc(C2=NOC(C)C(=O)N2Cc2c(C)noc2C)c1` (stereo unspecified)?
mcGAS MS inh: -11

Results for O=C(COc1ccc(C2SCCS2)cc1)Nc1ccccn1 ?
mcGAS MS inh: 0

What do the screens show for `Cc1ccc(NCc2ccc3[nH]c(-c4ccc(F)cc4)c(C)c3c2)nn1`?
mcGAS MS inh: -17

How did Cc1cccc(NC(=O)CSc2nnc(CCC(=O)O)c(=O)[nH]2)c1C do in these assays?
mcGAS MS inh: -4

What do the screens show for `CCc1ccc(-c2ccc(NC3CCCCC3)nn2)cc1S(N)(=O)=O`?
mcGAS MS inh: -3

Results for CC1(C)O[C@@H]2CC3C4C[C@H](F)C5=CC(=O)C=CC5(C)C4C(O)CC3(C)[C@]2(C(=O)CO)O1 (stereo partly specified) ?
mcGAS MS inh: -3

What do the screens show for `CC1Oc2ccc(C#N)cc2N(Cc2cccc(F)c2)C1=O` (stereo unspecified)?
mcGAS MS inh: 6

Results for CCCCNC(=O)N1Cc2c(C)nc3c(OC)cc(OC)cc3c2C1 ?
mcGAS MS inh: -4

How did CC(c1ccccc1)N1CCN(S(=O)(=O)c2c(Cl)cccc2Cl)CC1 (stereo unspecified) do in these assays?
mcGAS MS inh: 2

What do the screens show for `COC(=O)Cc1cc(=O)n2c(nc3ccccc32)[nH]1`?
mcGAS MS inh: -8

Results for CCOC(=O)N1CCN(c2nc3c(c(=O)[nH]c(=O)n3C)n2Cc2ccccc2Cl)CC1 ?
mcGAS MS inh: -11

What do the screens show for `CNc1ncccc1CN(C)CCOc1cc(C)ccc1C`?
mcGAS MS inh: -10

How did CCOc1ccc(C(NC23CN4CN(CN(C4)C2)C3)P(=O)(c2ccccc2)c2ccccc2)cc1 (stereo unspecified) do in these assays?
mcGAS MS inh: -5

What do the screens show for `c1ccc(C[n+]2cc(-c3ccccc3)n3c2CCC3)cc1`?
mcGAS MS inh: -8

What do the screens show for `COc1cc(-c2[nH]ncc2CN2CCCCC2c2nccs2)cc(OC)c1OC` (stereo unspecified)?
mcGAS MS inh: -9

What do the screens show for `CC(C)CN1CCN(c2nc3c(c(=O)[nH]c(=O)n3C)n2Cc2ccc(F)cc2)CC1`?
mcGAS MS inh: -2

What do the screens show for `O=C(Cn1c2[n+](c3ccc(C(F)(F)F)cc31)CCCCC2)c1ccc2c(c1)OCCO2`?
mcGAS MS inh: 1

What do the screens show for `C=CCSC(C)C(=O)N1CCOc2c(O)cc(-c3cccnc3)cc2C1` (stereo unspecified)?
mcGAS MS inh: -17

What do the screens show for `Cc1nc(Cl)cc(NCCS(=O)Cc2ccccc2)n1` (stereo unspecified)?
mcGAS MS inh: 1

How did CC(C)c1nn(C)c2sc(C(=O)N3CCS(=O)(=O)CC3)cc12 do in these assays?
mcGAS MS inh: -4

What do the screens show for `Cc1cc(S(=O)(=O)NCCN2CCOCC2)c(C)s1`?
mcGAS MS inh: -6

Results for Cc1cc(C(=O)NC(C)c2ncn[nH]2)c(NC(=O)C(C)(C)C)s1 (stereo unspecified) ?
mcGAS MS inh: -22

Results for CSCc1cc(F)ccc1CN ?
mcGAS MS inh: -8

Results for O=C(Cn1cccn1)NC1CC(=O)N(C2CCCCCC2)C1 (stereo unspecified) ?
mcGAS MS inh: -8

How did CC1CC1C(=O)N1CSCC1C(=O)N(C)Cc1ccco1 (stereo unspecified) do in these assays?
mcGAS MS inh: -10

What do the screens show for `CCOC(=O)c1cc2c(=O)n3ccccc3nc2n(C)c1=NC(=O)c1ccco1`?
mcGAS MS inh: -1

Results for CC(C)Cn1c(N)cc(=O)[nH]c1=O ?
mcGAS MS inh: -4

In the list so far, these have an aryl methoxy group.
Results for COc1cc(Cl)ccc1CNC(=O)N1CCN(c2ncccn2)CC1 ?
mcGAS MS inh: -4

Results for COc1ccc(OCCCCOc2ccc3ccccc3c2)cc1 ?
mcGAS MS inh: -10

Results for COc1cc(/C=N\NC(=O)CSc2nnc(-c3ccccc3)n2-c2ccccc2)ccc1O ?
mcGAS MS inh: -13

How did COc1ccc(OC)c(S(=O)(=O)N2CCN(C(=O)Nc3ccccc3)CC2)c1 do in these assays?
mcGAS MS inh: -6

What do the screens show for `COc1ccc(/C=C/C2=NC(=C\c3ccccc3F)/C(=O)O2)cc1`?
mcGAS MS inh: -6

What do the screens show for `COc1ccc(-c2[nH]ncc2CN(CC2CCC2)CC2CCCO2)c(OC)c1` (stereo unspecified)?
mcGAS MS inh: -8

What do the screens show for `COc1ccc(-c2[nH]ncc2CN2CCN(C3CCCC3)C(CCO)C2)cc1` (stereo unspecified)?
mcGAS MS inh: -6&-3

What do the screens show for `COc1ccc(NC(=O)[C@@H](C)N2Cc3ccc(NCC(C)C)nc3C2=O)cc1`?
mcGAS MS inh: 8

Results for CCCCNC(=O)N1Cc2c(C)nc3c(OC)cc(OC)cc3c2C1 ?
mcGAS MS inh: -4

What do the screens show for `COc1cc(-c2[nH]ncc2CN2CCCCC2c2nccs2)cc(OC)c1OC` (stereo unspecified)?
mcGAS MS inh: -9

Retrieved one by one from the entries so far:
Results for O=C(Cn1cccn1)NC1CC(=O)N(C2CCCCCC2)C1 (stereo unspecified) ?
mcGAS MS inh: -8

Results for CC(C)Cn1c(N)cc(=O)[nH]c1=O ?
mcGAS MS inh: -4

Screens (PubChem)

Some of the compounds tested, so the mix of outcomes need not match the whole.
